Source: PubChem
NR1D1 modulator = Rev-erb alpha (human) modulation; P20393; Rev-erbα–FITC-DNA binding, fluorescence polarization, 90 min; activity, % at 10 µM; 370,000 tested, 0.79% active; AID 1259318;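 active = activity above about 14%, limit read from the data; passing the limit was not always enough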;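 note: 0% = DMSO wells with 35 nM protein and 100% = DMSO wells with 750 nM protein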
LEDGF integ inh = blocks HIV-1 LEDGF/p75-dependent DNA integration; 370,000 tested, 0.64% active; inhibition, % at 3.7 µM; TR-FRET IN-LEDGF/p75 DNA integration, Eu/Cy5;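 active = inhibition above the screen-wide mean plus 3 SD, cut at about 13% in these data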;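 note: signal is the Cy5 over europium emission ratio at 671 and 618 nm; 0% = plate median of compound wells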
PRMT1 FP inh = blocks human protein arginine methyltransferase 1 | inhibition, % at 2.79 µM | AID 652257 | 370,000 tested, 1.3% active | recombinant PRMT1, activity-based probe fluorescence polarization;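 active = inhibition above about 21% made by adding two undisclosed values, limit read from the data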
PG9 binder = PG9 antibody binding by small molecule; TR-FRET gp120-PG9 antibody binding; inhibition, % at 6.7 µM; 360,000 tested, 0.43% active; in the data active = inhibition above about 8.5%
ABHD4 inh = ABHD4 (mouse) inhibition, primary FP screen. purified mABHD4, FP-Rh probe fluorescence polarization. inhibition, % at 8.92 µM. AID 720543. Q8VD66. 370,000 tested, 0.54% active;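 active = inhibition exceeding the mean over every tested compound plus 3 SD, cut at about 30% in these data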;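 note: 0% = plate median of compound wells and 100% = S159A mutant with DMSO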
Target sequence (Q8VD66 whole entry, looked up): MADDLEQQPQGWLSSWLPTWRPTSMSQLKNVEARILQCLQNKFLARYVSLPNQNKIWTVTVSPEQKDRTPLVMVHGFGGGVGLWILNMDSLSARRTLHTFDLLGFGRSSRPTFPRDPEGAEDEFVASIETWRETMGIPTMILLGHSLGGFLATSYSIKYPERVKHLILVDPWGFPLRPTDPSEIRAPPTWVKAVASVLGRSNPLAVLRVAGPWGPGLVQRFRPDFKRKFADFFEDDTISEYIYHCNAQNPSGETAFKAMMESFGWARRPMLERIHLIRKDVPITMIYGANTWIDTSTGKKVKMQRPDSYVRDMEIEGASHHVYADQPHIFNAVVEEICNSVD
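Material: mouse ABHD4 enzyme, wild type; Benchmarks: S159A mutant high control, sample median low control; Buffer or medium: HEPES pH 7.0, NaCl, Pluronic buffer; Signal: fluorescence polarization; Read-out: percent inhibition of probe binding, normalized to plate controls; Timing: pre-incubation 45 min, probe exposure 60 min, at 25 °C; Dosing: 8.92 µM, single dose.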
TCR CD3 inh = blocks the human TCR-CD3 interaction; TAMRA-labeled TCR probe fluorescence, biochemical; inhibition, % at 9.4 µM; 360,000 tested, 0.37% active; AID 651800; in the data active = inhibition above about 19%;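 note: recombinant mutant TCR 2C K166C tagged with TAMRA read by polarization; 0% = receptor in buffer alone and 100% = receptor with positive control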
MBD2 inh = blocks human MBD2 binding to methylated DNA; Q9UBB5; TR-FRET, MBD2 binding to methylated oligonucleotide; inhibition, % at 4.4 µM; 370,000 tested, 0.31% active; AID 686964; in the data active = inhibition above about 13%
HTRA1 inh = inhibitors of human serine peptidase HTRA1; inhibition, % at 5.96 µM; recombinant HTRA1, FP-rhodamine activity-based probe, fluorescence polarization; Q92743; 340,000 tested, 0.5% active; in the data active = inhibition above about 36%;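 note: 0% = enzyme with DMSO and 100% = wells lacking enzyme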
UHRF1 binding = human UHRF1 methylated DNA binding inhibitors; Q96T88; UHRF1 binding to methylated oligo, TR-FRET; inhibition, % at 4.4 µM; 370,000 tested, 0.75% active; AID 687016; in the data active = inhibition above about 21%;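 note: UHRF1 SRA domain binding a hemimethylated CpG hairpin DNA probe; 0% = median of test compound wells and 100% = reference inhibitor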
Target sequence (Q96T88 whole entry, looked up, the tested form may be a part): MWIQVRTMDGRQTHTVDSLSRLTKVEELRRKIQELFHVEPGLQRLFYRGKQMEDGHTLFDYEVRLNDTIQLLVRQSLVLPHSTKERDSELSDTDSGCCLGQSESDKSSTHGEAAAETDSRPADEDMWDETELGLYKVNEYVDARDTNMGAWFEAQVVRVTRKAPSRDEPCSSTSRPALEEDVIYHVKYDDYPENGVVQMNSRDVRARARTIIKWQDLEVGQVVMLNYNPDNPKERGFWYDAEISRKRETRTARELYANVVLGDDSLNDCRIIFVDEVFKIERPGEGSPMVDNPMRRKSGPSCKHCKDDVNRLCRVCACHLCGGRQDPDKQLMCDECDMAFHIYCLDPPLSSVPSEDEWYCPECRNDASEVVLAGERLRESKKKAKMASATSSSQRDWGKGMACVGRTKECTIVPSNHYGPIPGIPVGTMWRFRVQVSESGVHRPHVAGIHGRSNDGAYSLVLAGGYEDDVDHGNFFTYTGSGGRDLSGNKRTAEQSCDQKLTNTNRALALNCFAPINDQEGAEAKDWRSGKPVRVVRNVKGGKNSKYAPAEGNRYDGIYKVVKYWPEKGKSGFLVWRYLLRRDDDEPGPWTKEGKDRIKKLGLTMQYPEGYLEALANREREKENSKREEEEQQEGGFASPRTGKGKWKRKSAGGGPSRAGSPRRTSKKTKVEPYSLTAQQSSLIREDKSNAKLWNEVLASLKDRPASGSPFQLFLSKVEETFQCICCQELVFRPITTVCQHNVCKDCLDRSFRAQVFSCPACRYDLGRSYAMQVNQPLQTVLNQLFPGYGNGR
rCAG RNA binder = molecules binding r(CAG) RNA repeats; r(CAG) RNA repeat, TO-PRO-1 dye displacement fluorescence; inhibition, % at 3 µM; 370,000 tested, 1.3% active; AID 651821;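 active = inhibition above the plate cutoff, the mean of all test compounds on that plate plus 3 SD, cut at about 35% in these data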;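 note: 0% = DMSO alone and 100% = 100 µM mitoxantrone as full dye displacement; higher means more dye released from RNA so lower well fluorescence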
Numbers without * were called inactive. This is a subset; rates above refer to the full screens.

What do the screens show for `CCOC(=O)N1CCN(S(=O)(=O)N2CCCC(C(=O)NCc3cccc(OC)c3)C2)CC1` (stereo unspecified)?
NR1D1 modulator: -2; LEDGF integ inh: 1; PRMT1 FP inh: 0; PG9 binder: 1.1; ABHD4 inh: 3; TCR CD3 inh: -1; MBD2 inh: -2; HTRA1 inh: -5; UHRF1 binding: 0; rCAG RNA binder: -5

Results for O=C(CN1CCN(c2cccc(C(F)(F)F)c2)CC1)N(C1CC1)C1CCS(=O)(=O)C1 (stereo unspecified) ?
NR1D1 modulator: -1; LEDGF integ inh: 2; PRMT1 FP inh: 0; PG9 binder: -1.4; ABHD4 inh: -3; TCR CD3 inh: 4; MBD2 inh: 0; HTRA1 inh: 9; UHRF1 binding: -3; rCAG RNA binder: -4

Results for COc1ccc(C(=O)N2CCC(n3nccc3NC(=O)C3CC3)CC2)c(OC)c1OC ?
NR1D1 modulator: 5; LEDGF integ inh: -10; PRMT1 FP inh: 9; PG9 binder: -0.4; ABHD4 inh: -6; TCR CD3 inh: 0; MBD2 inh: 8; HTRA1 inh: 2; UHRF1 binding: 5; rCAG RNA binder: 0

Results for CCCn1ncc(CN2CCC(CO)(Cc3ccc(OC)cc3)CC2)c1C ?
NR1D1 modulator: 2; LEDGF integ inh: -2; PRMT1 FP inh: -2; PG9 binder: 0.2; ABHD4 inh: -4; TCR CD3 inh: 1; MBD2 inh: -1; UHRF1 binding: -2; rCAG RNA binder: -9

How did OC(CN(c1ccccc1)c1ccccc1)Cn1cnc2ccccc21 (stereo unspecified) do in these assays?
NR1D1 modulator: 8; LEDGF integ inh: 1; PRMT1 FP inh: -1; PG9 binder: -0.8; ABHD4 inh: -2; TCR CD3 inh: 7; MBD2 inh: 3; HTRA1 inh: -13; UHRF1 binding: 0; rCAG RNA binder: -6

Results for C=CCC1(O)C(=O)N2C(=C1C(=O)N1CCOCC1)c1ccccc1CC2(C)C (stereo unspecified) ?
NR1D1 modulator: -5; LEDGF integ inh: 2; PRMT1 FP inh: -2; PG9 binder: -2.8; ABHD4 inh: -2; TCR CD3 inh: 6; MBD2 inh: -2; HTRA1 inh: -2; UHRF1 binding: 1; rCAG RNA binder: -3

What do the screens show for `N#CC(=C(O)COC(=O)Cc1c[nH]c2ccccc12)c1nc2ccccc2[nH]1`?
NR1D1 modulator: 1; LEDGF integ inh: -2; PRMT1 FP inh: 2; PG9 binder: -2.3; ABHD4 inh: 14; TCR CD3 inh: 4; MBD2 inh: 0; HTRA1 inh: 3; UHRF1 binding: -3; rCAG RNA binder: 32

What do the screens show for `Cc1cc(C(=O)Nc2ccc3nc(C)sc3c2)c2ccccc2n1`?
NR1D1 modulator: -4; LEDGF integ inh: 1; PRMT1 FP inh: -1; PG9 binder: -0.3; ABHD4 inh: -11; TCR CD3 inh: -4; MBD2 inh: 0; HTRA1 inh: -11; UHRF1 binding: 0; rCAG RNA binder: 6

How did O=C(CCN1C(=O)c2ccccc2C1=O)NCc1ccc(F)cc1 do in these assays?
NR1D1 modulator: -7; LEDGF integ inh: -1; PRMT1 FP inh: 2; PG9 binder: 1.1; ABHD4 inh: -9; TCR CD3 inh: -5; MBD2 inh: 5; HTRA1 inh: 3; UHRF1 binding: 3; rCAG RNA binder: 0

How did COc1ccc(CNc2ncccn2)cc1OC do in these assays?
NR1D1 modulator: -7; LEDGF integ inh: 2; PRMT1 FP inh: -2; PG9 binder: -0.3; ABHD4 inh: -1; TCR CD3 inh: 1; MBD2 inh: -1; HTRA1 inh: -1; UHRF1 binding: -2; rCAG RNA binder: -3

How did O=C(OCc1ccccc1)N1CCC2CC1c1ccc(N3CCNCC3)cc12 (stereo unspecified) do in these assays?
NR1D1 modulator: -4; LEDGF integ inh: -8; PRMT1 FP inh: 2; PG9 binder: -1.2; ABHD4 inh: 7; TCR CD3 inh: -2; MBD2 inh: -4; HTRA1 inh: -3; UHRF1 binding: -1; rCAG RNA binder: 4

What do the screens show for `O=C(C1CC(=O)N(c2ccc3c(c2)OCCO3)C1)N1CCN(S(=O)(=O)c2cccc(F)c2)CC1` (stereo unspecified)?
NR1D1 modulator: -8; LEDGF integ inh: 1; PRMT1 FP inh: 2; PG9 binder: 0.2; ABHD4 inh: 3; TCR CD3 inh: 7; MBD2 inh: 0; HTRA1 inh: 6; UHRF1 binding: 3; rCAG RNA binder: 3

How did CCOC(=O)c1c(-c2ccc(C)o2)csc1NC(=O)CSc1nnnn1-c1ccccc1 do in these assays?
NR1D1 modulator: 1; LEDGF integ inh: -3; PRMT1 FP inh: 73*; PG9 binder: 2.2; ABHD4 inh: -14; TCR CD3 inh: -7; MBD2 inh: 4; HTRA1 inh: -32; UHRF1 binding: 1; rCAG RNA binder: 5

How did Cc1nccn1CCCN1C(=O)CNC1=S do in these assays?
NR1D1 modulator: -5; LEDGF integ inh: 0; PRMT1 FP inh: 0; PG9 binder: -2.6; ABHD4 inh: 3; TCR CD3 inh: 6; MBD2 inh: 1; HTRA1 inh: 2; UHRF1 binding: -1; rCAG RNA binder: 2

What do the screens show for `CC(OC(=O)c1cc(=O)[nH]c2ccccc12)C(=O)NC1CCCCC1C` (stereo unspecified)?
NR1D1 modulator: -5; LEDGF integ inh: -1; PRMT1 FP inh: 2; PG9 binder: 1.2; ABHD4 inh: 11; TCR CD3 inh: 5; MBD2 inh: 1; HTRA1 inh: -8; UHRF1 binding: -5; rCAG RNA binder: 0

What do the screens show for `N=C1/C(=C/c2cccn2CCOc2ccccc2)C(=O)N=C2SC=C(c3ccccc3)N12`?
NR1D1 modulator: 1; LEDGF integ inh: -3; PRMT1 FP inh: -2; PG9 binder: -1.7; ABHD4 inh: -24; TCR CD3 inh: -4; MBD2 inh: -4; HTRA1 inh: -53; UHRF1 binding: 3; rCAG RNA binder: 30

What do the screens show for `Cc1cc(N)n(-c2ccccc2C)n1`?
NR1D1 modulator: -3; LEDGF integ inh: -7; PRMT1 FP inh: 8; PG9 binder: -0.5; ABHD4 inh: 3; TCR CD3 inh: 2; MBD2 inh: -1; HTRA1 inh: -1; UHRF1 binding: 2; rCAG RNA binder: -1

What do the screens show for `C#CCOc1ccc(/C=C2/C(=O)ON=C2C)cc1Cl`?
NR1D1 modulator: 9; LEDGF integ inh: 2; PRMT1 FP inh: -5; PG9 binder: -2.9; ABHD4 inh: 1; TCR CD3 inh: 2; MBD2 inh: 4; HTRA1 inh: -3; UHRF1 binding: -2; rCAG RNA binder: 6

How did Cc1cccc(/C=N/NC(=O)c2ccc(NC(=O)c3ccccc3Cl)cc2)n1 do in these assays?
NR1D1 modulator: 3; LEDGF integ inh: -1; PRMT1 FP inh: 2; PG9 binder: 0.5; ABHD4 inh: -2; TCR CD3 inh: 3; MBD2 inh: -3; HTRA1 inh: 1; UHRF1 binding: 1; rCAG RNA binder: 3

Results for COc1ccc(Cl)cc1CC1(C)C(=O)Nc2ccc(-c3ccccc3OC)cc21 (stereo unspecified) ?
NR1D1 modulator: 50*; LEDGF integ inh: -4; PRMT1 FP inh: 7; PG9 binder: -1.2; ABHD4 inh: -20; TCR CD3 inh: -3; MBD2 inh: 1; UHRF1 binding: 5; rCAG RNA binder: 9

How did CCCCn1c(O)c(N=Nc2ccccn2)c2ccccc21 do in these assays?
NR1D1 modulator: 3; LEDGF integ inh: -2; PRMT1 FP inh: 0; PG9 binder: -3.7; ABHD4 inh: 0; TCR CD3 inh: 3; MBD2 inh: -3; HTRA1 inh: -24; UHRF1 binding: -1; rCAG RNA binder: 1

What do the screens show for `CC(C(=O)NN=C(c1ccccc1)c1ccccc1)N1CCOCC1` (stereo unspecified)?
NR1D1 modulator: 1; LEDGF integ inh: -4; PRMT1 FP inh: 2; PG9 binder: -0.9; ABHD4 inh: 3; TCR CD3 inh: 9; MBD2 inh: -2; HTRA1 inh: -6; UHRF1 binding: -1; rCAG RNA binder: -5

How did O=C1c2ccccc2S(=O)(=O)N1CC1CC(c2ccccc2Cl)=NO1 (stereo unspecified) do in these assays?
NR1D1 modulator: 1; LEDGF integ inh: -3; PRMT1 FP inh: -1; PG9 binder: -1.0; ABHD4 inh: -4; TCR CD3 inh: 1; MBD2 inh: 2; HTRA1 inh: -8; UHRF1 binding: 1; rCAG RNA binder: -7

How did CNC(=O)c1[nH]cnc1C(=O)Nc1ccc(C)cc1 do in these assays?
NR1D1 modulator: -1; LEDGF integ inh: -1; PRMT1 FP inh: 2; PG9 binder: 0.3; ABHD4 inh: 3; TCR CD3 inh: -5; MBD2 inh: 2; HTRA1 inh: 0; UHRF1 binding: 1; rCAG RNA binder: 1

What do the screens show for `C=CCNC(=O)CN1CCC(c2nc3ccccc3[nH]2)CC1`?
NR1D1 modulator: -5; LEDGF integ inh: 2; PRMT1 FP inh: 2; PG9 binder: -1.6; ABHD4 inh: 3; TCR CD3 inh: -2; MBD2 inh: 3; HTRA1 inh: -1; UHRF1 binding: 18; rCAG RNA binder: 0

Results for COc1ccc(-n2nc3cc(N)c(Br)cc3n2)cc1 ?
NR1D1 modulator: 5; LEDGF integ inh: -6; PRMT1 FP inh: 2; PG9 binder: 1.0; ABHD4 inh: 3; TCR CD3 inh: -5; MBD2 inh: 5; HTRA1 inh: 5; UHRF1 binding: 0; rCAG RNA binder: 9

What do the screens show for `CNc1ccncc1S(=O)(=O)NC`?
NR1D1 modulator: 5; LEDGF integ inh: -6; PRMT1 FP inh: 4; PG9 binder: 0.1; ABHD4 inh: 6; TCR CD3 inh: -2; MBD2 inh: -1; HTRA1 inh: 2; UHRF1 binding: 4; rCAG RNA binder: -2

Results for Cc1ccc(S(=O)(=O)N(NC2=NS(=O)(=O)c3ccccc32)C(=O)c2ccccc2)cc1 ?
NR1D1 modulator: -3; LEDGF integ inh: -5; PRMT1 FP inh: 4; PG9 binder: -0.4; ABHD4 inh: 3; TCR CD3 inh: -3; MBD2 inh: 4; HTRA1 inh: 1; UHRF1 binding: 4; rCAG RNA binder: 18

What do the screens show for `O=C(CN1C(=O)c2ccccc2C1=O)Nc1cccnc1`?
NR1D1 modulator: 3; LEDGF integ inh: 1; PRMT1 FP inh: 0; PG9 binder: 0.4; ABHD4 inh: 4; TCR CD3 inh: -4; MBD2 inh: 3; HTRA1 inh: -6; UHRF1 binding: -4; rCAG RNA binder: 5

How did Cc1ccc(C(=O)c2ccccc2C(=O)OCC(=O)NCCc2ccccc2)cc1 do in these assays?
NR1D1 modulator: 0; LEDGF integ inh: -1; PRMT1 FP inh: -1; PG9 binder: -1.5; ABHD4 inh: 1; TCR CD3 inh: -2; MBD2 inh: 4; HTRA1 inh: -18; UHRF1 binding: 2; rCAG RNA binder: -1

How did O=C(Nc1ccccc1-c1ccccc1)NC1CC2CCCC(C1)N2CCc1ccccc1 (stereo unspecified) do in these assays?
NR1D1 modulator: -3; LEDGF integ inh: 0; PRMT1 FP inh: -1; PG9 binder: -1.2; ABHD4 inh: -3; TCR CD3 inh: -1; MBD2 inh: 2; HTRA1 inh: 1; UHRF1 binding: -1; rCAG RNA binder: -1

Fetched one by one from the list above (2):
How did CCCCn1c(O)c(N=Nc2ccccn2)c2ccccc21 do in these assays?
NR1D1 modulator: 3; LEDGF integ inh: -2; PRMT1 FP inh: 0; PG9 binder: -3.7; ABHD4 inh: 0; TCR CD3 inh: 3; MBD2 inh: -3; HTRA1 inh: -24; UHRF1 binding: -1; rCAG RNA binder: 1

Results for Cc1ccc(S(=O)(=O)N(NC2=NS(=O)(=O)c3ccccc32)C(=O)c2ccccc2)cc1 ?
NR1D1 modulator: -3; LEDGF integ inh: -5; PRMT1 FP inh: 4; PG9 binder: -0.4; ABHD4 inh: 3; TCR CD3 inh: -3; MBD2 inh: 4; HTRA1 inh: 1; UHRF1 binding: 4; rCAG RNA binder: 18
